Source: PubChem BioAssay
AMA1-RON2 inh – AMA1-RON2 (P. falciparum) interaction inhibition. AlphaScreen AMA1-biotinylated RON2 peptide binding. 360,000 compounds, 0.2% hits. AID 720542. Potency, µM (series often up to 58.2 µM), without a hit: top-dose activity change, negative = inhibition, most hits filed as inhibitors; active = well fitted inhibition curve with a large enough effect; inconclusive = small, poorly fitted or top-dose-only effect; inactive = no such curve, though single readings can be large or run the other way;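 note: potency is the fitted concentration of half-maximal effect; 0% = vehicle wells and -100% = peptide control; nearly all actives have a fitted effect of over 45% in size; some results filed as inactive show a strong effect at the top dose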
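AMA1 (3D7) with his tag at 25 nM final met compounds first, then biotinylated RON2 peptide at 25 nM; detection used donor plus acceptor beads, 10 µg/mL apiece, read by AlphaScreen after 30 min at room temperature.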
HCMV antiviral – blocks human cytomegalovirus replication; HFF cells, HCMV-luciferase reporter, 72 h; hits give low values; activity change, negative = inhibition, % at 57.5 µM; 410,000 compounds, 4.5% hits; in the data active = activity change below about -60%; inconclusive = no clear call, values can overlap the other calls; inactive = above about -39%
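Two compound doses tested in HFFs infected with HCMV-luciferase, MOI 1 PFU/cell, 72 h at 37C. Lysate luminescence read with OneGlo; data normalized against buffer-only and 10uM Salinomycin inhibitor controls.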
* = called active by the depositor; ? = inconclusive; [ ] = dose if it differs, or a comment. Unless noted, % is set by controls: 0 for no effect and ±100 for the full control effect. The list is partial; rates above refer to the full screens.

Value order – AMA1-RON2 inh	HCMV antiviral
[1] CC(=O)NC(c1ccc(F)c(F)c1)c1nc(-c2ccncc2)cs1 (centres undefined)
  13%	23
[2] Cc1cc(F)cc(-c2cc(C(=O)NCc3ccccc3)[nH]n2)c1
  11%	6
[3] CN(CC(=O)Nc1cccc(F)c1)C(=O)c1cccc(S(=O)(=O)N2CCN(Cc3ccccc3)CC2)c1
  120%[activator]	?
[4] CCCCOc1ccc(SCCCN2CCOCC2)cc1
  -11%	-22
[5] CC(C)(C)S(=O)N1Cc2cc(C(=O)N3CCOCC3)nc(-c3cccc(Br)c3)c2[C@H]1CCO (some centres undefined)
  4%	26
[6] CC(C)NC(=O)Nc1ccc2c(c1)C(=O)N([C@H](C)CO)C[C@H](C)[C@@H](CN(C)C(=O)NC(C)C)O2
  8%	4
[7] CCCCCC(=O)N(Cc1ccccc1)c1c(N)n(CCOC)c(=O)[nH]c1=O
  1%	108
[8] C[C@H](O)[C@@H]1C(=O)N2CCc3c([nH]c4ccccc34)[C@@H]2C[C@@H]1N(C)C(=O)Nc1cc(Cl)cc(Cl)c1
  -19%	-6
[9] O=S(=O)(c1c(F)cccc1F)N(CCc1ccc(F)cc1)C[C@@H](O)COCc1ccccc1
  0%	20
[10] Cc1cc(C)c(-c2c(O)c3cccnc3n(C)c2=O)c(C)c1
  3%	0

Rewritten as tab-separated lines: 7 of the compounds above.
nr	SMILES	AMA1-RON2 inh	HCMV antiviral
3	CN(CC(=O)Nc1cccc(F)c1)C(=O)c1cccc(S(=O)(=O)N2CCN(Cc3ccccc3)CC2)c1	120%[activator]	?
4	CCCCOc1ccc(SCCCN2CCOCC2)cc1	-11%	-22
5	CC(C)(C)S(=O)N1Cc2cc(C(=O)N3CCOCC3)nc(-c3cccc(Br)c3)c2[C@H]1CCO (some centres undefined)	4%	26
6	CC(C)NC(=O)Nc1ccc2c(c1)C(=O)N([C@H](C)CO)C[C@H](C)[C@@H](CN(C)C(=O)NC(C)C)O2	8%	4
7	CCCCCC(=O)N(Cc1ccccc1)c1c(N)n(CCOC)c(=O)[nH]c1=O	1%	108
8	C[C@H](O)[C@@H]1C(=O)N2CCc3c([nH]c4ccccc34)[C@@H]2C[C@@H]1N(C)C(=O)Nc1cc(Cl)cc(Cl)c1	-19%	-6
9	O=S(=O)(c1c(F)cccc1F)N(CCc1ccc(F)cc1)C[C@@H](O)COCc1ccccc1	0%	20

Next structures
Value order – AMA1-RON2 inh	HCMV antiviral
[11] C#CCNC(=O)C1=C[C@@H](c2ccc(C#C)cc2)C[C@@H](OCc2ccc(CO)cc2)O1
  -1%	?
[12] CCOC(=O)C1=CCN(S(=O)(=O)c2ccccc2Br)C1c1ccccc1 (centres undefined)
  11%	-23
[13] CC(=O)C1=C(O)C(=Cc2ccccc2)OC1=O
  -2%	-1
[14] O=C(NC1CC1)c1ccc2sc([C@@H]3O[C@H](CO)[C@H](O)[C@H](O)[C@H]3O)nc2c1
  -1%	12
[15] CC(C)C[C@H]1CN(CCCC[C@@H]2CNC(=O)C(=O)N2Cc2ccccc2)C(=O)C(=O)N1CC1CCCCC1
  -7%	-13
[16] CC(=O)N1Cc2cc(C(=O)NCC(F)(F)F)nc(-c3cccc(-c4cc5ccccc5o4)c3)c2[C@@H]1CCO
  8%	?
[17] CCOC1=C(C#N)CC2(CC1)c1ccccc1-c1ccccc12
  -5%	15
[18] COc1cc(OC)c(C(=O)Nc2ncn[nH]2)cc1OC
  53%[activator]	-3
[19] CCN(C(=O)COC(=O)c1cc2ccccc2cc1OC)c1c(N)n(Cc2ccccc2)c(=O)[nH]c1=O
  9%	11
[20] CNCc1cc(C)n(-c2cc(S(=O)(=O)N3CCOCC3)ccc2N2CCCC2)c1C
  -13%	20

2 records drawn at random from the list so far, as already listed:
Value order – AMA1-RON2 inh	HCMV antiviral
[6] CC(C)NC(=O)Nc1ccc2c(c1)C(=O)N([C@H](C)CO)C[C@H](C)[C@@H](CN(C)C(=O)NC(C)C)O2
  8%	4
[2] Cc1cc(F)cc(-c2cc(C(=O)NCc3ccccc3)[nH]n2)c1
  11%	6

Next section
Value order – AMA1-RON2 inh	HCMV antiviral
[21] CC(=O)Nc1cccc(-c2cnc(NC(C)=O)cn2)c1
  -4%	28
[22] CN(c1ccccc1)c1ncnc2c1ncn2C
  11%	0
[23] CC1=CC(=O)C(Sc2ccc(C)cc2)=CC1=O
  13µM*	-18
[24] CCOC(=O)C1(C)CCN1C(=O)c1cc(OC)ccc1Br (centres undefined)
  -4%	4
[25] COc1ccc(NC(=O)c2cc(-c3cc(F)ccc3OC(C)C)n[nH]2)c(OC)c1
  -12%	-26
[26] CCOC(=O)N(C)C[C@H]1OCc2cn(nn2)CCCC(=O)N([C@H](C)CO)C[C@@H]1C
  -2%	6
[27] O=[N+]([O-])c1cccc(C=NN2CCCCCC2)c1
  18µM*	11
[28] Nc1nc(-c2ccccc2)ns1
  26%	30
[29] Cc1cccc(NC(=O)CSCC(=O)Nc2ccc(N3CCOCC3)cc2N2CCOCC2)c1
  0%	-13
[30] Cc1cc(O)ccc1Nc1cc(-c2cccc(N)c2)ncn1
  -1%	-31
[31] C[C@H]1CCC[C@@]2(O[C@@H](CCO)C[C@H](O)[C@H]2O)O1
  -8%	16
[32] CC1(C(=O)NS(=O)(=O)C2CC2)CCCN(C(=O)c2c(F)cccc2F)C1 (centres undefined)
  2%	-6
